# Screening data: PubChem BioAssay, several laboratories
# VLA-4 inh – inhibition in human VLA-4 binding assay, primary screen, VLA-4 allosteric modulator project, MLPCN library, flow cytometry, VLA-4 expressing cells | AID 2557, 2010 | 330,000 compounds, 0.2% hits | ligand binding flow cytometry | inhibition, % (about 7 µM as worked out from the volumes in the protocol); in the data active = inhibition above about 50%
# Target sequence (P13612 whole entry, looked up): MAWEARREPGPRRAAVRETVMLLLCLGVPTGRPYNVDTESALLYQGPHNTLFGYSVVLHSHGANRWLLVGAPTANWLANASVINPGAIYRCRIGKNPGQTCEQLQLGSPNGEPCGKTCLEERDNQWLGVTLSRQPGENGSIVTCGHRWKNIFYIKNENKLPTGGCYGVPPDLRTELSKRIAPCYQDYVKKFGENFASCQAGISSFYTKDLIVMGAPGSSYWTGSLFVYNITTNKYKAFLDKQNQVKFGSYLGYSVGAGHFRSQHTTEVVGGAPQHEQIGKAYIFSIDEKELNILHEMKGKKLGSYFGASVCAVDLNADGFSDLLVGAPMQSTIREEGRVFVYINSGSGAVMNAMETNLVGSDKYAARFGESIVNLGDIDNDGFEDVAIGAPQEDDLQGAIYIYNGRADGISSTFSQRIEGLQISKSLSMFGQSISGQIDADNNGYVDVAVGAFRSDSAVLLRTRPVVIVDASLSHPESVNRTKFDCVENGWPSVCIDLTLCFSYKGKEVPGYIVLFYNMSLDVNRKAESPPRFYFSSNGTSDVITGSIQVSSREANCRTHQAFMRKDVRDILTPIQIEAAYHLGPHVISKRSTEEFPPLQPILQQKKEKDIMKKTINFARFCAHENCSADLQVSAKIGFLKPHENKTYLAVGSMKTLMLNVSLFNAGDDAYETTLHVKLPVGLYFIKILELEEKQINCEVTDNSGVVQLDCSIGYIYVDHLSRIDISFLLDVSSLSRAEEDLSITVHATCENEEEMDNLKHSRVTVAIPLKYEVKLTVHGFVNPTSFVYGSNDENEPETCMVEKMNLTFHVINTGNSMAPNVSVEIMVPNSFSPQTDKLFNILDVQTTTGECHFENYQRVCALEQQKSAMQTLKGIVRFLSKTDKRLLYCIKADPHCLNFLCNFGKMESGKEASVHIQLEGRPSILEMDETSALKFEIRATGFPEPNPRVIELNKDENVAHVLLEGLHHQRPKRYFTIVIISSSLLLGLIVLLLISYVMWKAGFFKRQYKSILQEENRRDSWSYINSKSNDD
# CIT2 TOR yeast – modulators of CIT2-GFP expression in yeast, primary screen, S. cerevisiae, GFP fusion, multiplex flow cytometry, MLPCN library; S. cerevisiae CIT2-GFP strain, 3 h; 100 means same as DMSO wells; GFP response vs DMSO, % at 10 µM; 320,000 compounds, 0.065% hits; AID 2029, 2009;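 active = GFP response relative to DMSO above a set limit, near the screen mean plus 3 SD, cut at about 150% in these data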;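 note: ratio of well median GFP fluorescence to mean of DMSO wells on the plate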
# GRK2 inh – compounds blocking aptamer binding on GRK2 – biochemical, human GRK2, bead flow cytometry, HTS, primary screen | 330,000 compounds, 0.59% hits | FAM-aptamer displacement from GRK2 | inhibition of aptamer binding, % at 10 µM | Beta-adrenergic receptor kinase 1 (Homo sapiens), P25098;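 active = inhibition of aptamer binding above 40%, roughly 3 SD of noise, on plates passing a quality check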;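 note: median bead fluorescence of bound FAM aptamer so fluorescent compounds give negative values; no value below 0 was filed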
# AGP1-GFP MLPCN – modulators of AGP1-GFP expression in yeast TOR pathway, primary screen, cell-based, multiplex flow cytometry, S. cerevisiae, MLPCN library. 3 h; GFP as percent of DMSO wells. GFP response vs DMSO, % at 10 µM. 320,000 compounds, 0.02% hits;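 active = GFP response relative to DMSO above a set limit, near screen average plus 3 SD, cut at about 150% in these data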;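 note: median GFP channel fluorescence of the gated AGP1 strain per well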
# MEP2-GFP yeast – modulators of MEP2-GFP levels in yeast, primary screen, S. cerevisiae, multiplex flow cytometry, MLPCN library. S. cerevisiae MEP2-GFP strain, 3 h; 100% = DMSO control level. GFP response vs DMSO, % at 10 µM. 330,000 compounds, 0.51% hits;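 active = GFP response versus DMSO above a set limit, roughly screen mean plus 3 SD, cut at about 180% in these data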;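 note: median GFP fluorescence of the barcode-gated MEP2-GFP cells per well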
# LAP4 TOR yeast – modulators of LAP4-GFP expression in yeast, primary screen, S. cerevisiae, multiplex flow cytometry, MLPCN library. 3 h; median GFP as percent of DMSO wells. GFP response vs DMSO, % at 10 µM. AID 2023, 2009. 320,000 compounds, 0.34% hits;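 active = GFP response vs DMSO above a set limit, about the screen mean plus 3 SD, cut at about 150% in these data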
# RPL19A-GFP yeast – RPL19A-GFP expression modulators in yeast, primary screen, cell-based, S. cerevisiae, multiplex flow cytometry, MLPCN | percent response vs DMSO, % at 10 µM | 330,000 compounds, 0.3% hits | S. cerevisiae RPL19A-GFP strain, 3 h; active compounds read low;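 active = percent response vs DMSO below 50%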;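 note: median channel GFP fluorescence of the barcoded RPL19A-GFP strain; ratio of sample median GFP to plate DMSO average so 100% = DMSO; lower means less RPL19A-GFP as with rapamycin TOR inhibition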
# GASC-1 inh – inhibitors of GASC-1 histone demethylase, primary screen, biochemical, fluorescence, DELFIA europium | Lysine-specific demethylase 4C (Homo sapiens), Q9H3R0 | GST-JMJD2C(1-420) H3K9me3 demethylation | inhibition, % at 2.35 µM | 330,000 compounds, 0.069% hits;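 active = more than half of a compound's replicate wells show inhibition beyond 50%, single wells judged on their own value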;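 note: signal counts dimethyl H3K9 product captured on neutravidin plate; 0% = median of DMSO wells and 100% = 0.3 times that DMSO median; strong numbers were not always called active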
# Numbers without * were called inactive; nt = no result given; & = joins results of further samples.
# Fields – VLA-4 inh	CIT2 TOR yeast	GRK2 inh	AGP1-GFP MLPCN	MEP2-GFP yeast	LAP4 TOR yeast	RPL19A-GFP yeast	GASC-1 inh
COc1cc(/C=N/NC(=O)C2COc3ccccc3O2)ccc1O (centres undefined)
 : 13	116	6	104	101	91	100	-2
Nc1ccc(OCCc2ccccc2)cc1
 : 10	108	0	99	108	90	109	11
C/C(CC(=O)NC12CC3CC(CC(C3)C1)C2)=N\NC(=O)c1ccc(F)cc1
 : 14	97	0	101	104	103	99	-1
COc1cc(/C=N/NS(=O)(=O)c2ccc(C(C)(C)C)cc2)cc([N+](=O)[O-])c1O
 : 5	105	0	98	98	90	100	4
OCCC1CN(Cc2cc(F)ccc2-n2cccn2)CCN1C1CCCC1 (centres undefined)
 : 2	110	1	112	99	106	102	4
CCOC(=O)N1CCN(c2c(NCCc3ccccc3)c(=O)c2=O)CC1
 : 37	94	3	97	120	95	97	-23
Cc1cccc(NC(=S)NNC(=O)c2ccc(O)cc2O)c1C
 : 2	86	0	96	101	97	99	6
O=C(COc1ccccc1F)Nc1ccc(S(=O)(=O)NCc2ccco2)cc1
 : 15	95	2	94	99	93	97	1
CCCOC(=O)CCCCCCCCC(O)CN1CCCCC1 (centres undefined)
 : 0	93	0	99	95	93	94	4
NC(=O)c1ccccc1NC(=O)/C=C/C(=O)O
 : -2	97	0	102	99	103	97	-1
COc1cccc(NC(=O)Cn2c(=O)n(-c3ccccc3)c(=O)c3sccc32)c1
 : 15	101	0	99	99	97	98	-2
Cn1ccnc1SCC(=O)Nc1cccc2ccccc12
 : -2	105	4	94	97	99	97	-1
COc1ccc(C2(c3ccc(OC)cc3)NC(=O)N(CC(=O)Nc3ccc(OC(F)F)cc3)C2=O)cc1
 : -3	95	0	97	96	90	95	-31
CCOC(=O)NC(=O)CN1C(=O)NC(C)(c2ccccc2)C1=O (centres undefined)
 : 9	91	0	91	96	89	92	1
O=C(NN=C(c1ccccc1)c1ccccc1)C(CCl)C1CCCCC1 (centres undefined)
 : 23	97	0	103	98	101	99	7
CCOC(=O)C1(CCOC)CCN(Cc2ccncc2)CC1
 : 7	106	0	106	105	99	103	21
CCOC(=O)c1c(NC(=S)NCC2CCCO2)sc(C)c1C (centres undefined)
 : 12	88	0	96	102	100	96	-20
O=C(NCCO)Nc1ccc(Cl)cc1
 : 13	91	0	104	95	109	96	8
CC1(C)CC(=O)C(C(C2=C(O)CC(C)(C)CC2=O)c2ccc(Br)s2)C(=O)C1 (centres undefined)
 : 18	89	6	90	96	116	97	-12
O=c1[nH]c2ccccc2cc1-c1noc(-c2cccnc2)n1
 : 4	95	6	92	95	92	93	8
CC/C(=N/NC(=O)c1ccc(Br)cc1)c1ccc(OCCN2CCOCC2)cc1
 : 6	106	7	98	107	103	101	-5
COc1ccccc1N(CC(=O)NC1CCCCC1C)S(=O)(=O)c1cccs1 (centres undefined)
 : 2	106	0	107	106	116	104	7
O=C(NCCOc1ccccc1F)C1CCC(=O)N(CCc2cccc(F)c2)C1 (centres undefined)
 : 18	110	3	115	111	93	108	29
Cc1cc(C)c2c(-n3cccc3)n[nH]c2n1
 : -8	96	1	101	102	109	101	10
Cc1nc(-c2ccccn2)sc1C(=O)O
 : 7	nt	1	96	96	92	94	-1
CC1CCN(S(=O)(=O)c2ccc(C(=O)Nc3nnc(-c4ccccn4)o3)cc2)CC1
 : 10	95	3	94	98	90	99	-1
O=C(Cn1cc(C(F)(F)F)ccc1=O)Nc1ccc(N2CCOCC2)cc1
 : 10	111	2	105	115	98	105	1
O=C(NC1CCN(S(=O)(=O)c2ccccc2F)CC1)c1cccnc1
 : -4	97	0	103	103	92	108	-15
CC1(C)C(=O)Nc2ccccc2N1C(=O)c1ccc([N+](=O)[O-])cc1
 : -30	95	0	99	110	98	99	14
Cc1ccc(C)c(/C=N/NC(=S)NC(C)C)c1
 : 0	103	5	98	102	99	103	3

# Single records, from the list above. Screens in order: VLA-4 inh | CIT2 TOR yeast | GRK2 inh | AGP1-GFP MLPCN | MEP2-GFP yeast | LAP4 TOR yeast | RPL19A-GFP yeast | GASC-1 inh
# Cc1nc(-c2ccccn2)sc1C(=O)O is entered as 7 | nt | 1 | 96 | 96 | 92 | 94 | -1
# Cc1cccc(NC(=S)NNC(=O)c2ccc(O)cc2O)c1C is entered as 2 | 86 | 0 | 96 | 101 | 97 | 99 | 6

# Look-ups from above:
# `O=c1[nH]c2ccccc2cc1-c1noc(-c2cccnc2)n1` @ MEP2-GFP yeast = 95
# `O=C(NCCO)Nc1ccc(Cl)cc1` @ VLA-4 inh = 13

# Next part:
# Fields – VLA-4 inh	CIT2 TOR yeast	GRK2 inh	AGP1-GFP MLPCN	MEP2-GFP yeast	LAP4 TOR yeast	RPL19A-GFP yeast	GASC-1 inh
COc1cc(CCC(=O)OCC(=O)Nc2ncc(Cl)cc2Cl)cc(OC)c1OC
 : 9	106	1	105	108	106	96	13
COC(=O)c1ccc(C23CC4(C2)[C@H](CN(CC2CCCCC2)[C@@H]4c2ccccc2)C3c2ccc(C(F)(F)F)cc2)cc1 (some centres undefined)
 : -14	64	0	75	89	106	91	28
O=[N+]([O-])c1ccc(N/N=C/c2ccccc2O)cc1
 : -19	115	1	87	113	92	103	0
COc1nc(C)ccc1-c1noc(-c2cccnc2)n1
 : 17	100	0	94	98	90	97	3
Cc1c(C(=O)Nc2cccnc2)oc2ccc(Br)cc12
 : 5	101	2	101	106	92	101	5
COc1ccc(CN2C(=O)C(O)(CC(=O)c3c(C)n[nH]c3C)c3ccccc32)cc1OC (centres undefined)
 : 35	89	0	101	99	92	99	nt
CCOc1ccc(/C=C(\C#N)C(=O)Nc2cccnc2)cc1
 : -3	105	0	98	103	94	104	2
Cc1ccc2[nH]c(=O)c(CN(C(=O)c3cccc([N+](=O)[O-])c3)C(C)(C)C)cc2c1
 : 7	98	8	95	103	95	96	-2
C=CCc1c(C)nc2ccc(C(=O)OCC)cc2c1Cl
 : 28	102	1	99	99	102	97	0
Cc1c(OC(C(=O)O)c2ccccc2)ccc2c1oc(=O)c1ccccc12 (centres undefined)
 : 10	104	3	100	104	95	102	3
COc1cc([C@@H]2CC=C(C(=O)O)[C@H](c3ccc(F)cc3)N2S(=O)(=O)c2ccc(C)cc2)cc(OC)c1OC
 : -6	113	3	90	92	129	95	-10
NC(=O)CC(NC(=O)Cc1ccc(Cl)cc1)c1ccc(NC2CC3CCC2C3)c([N+](=O)[O-])c1 (centres undefined)
 : 22	71	0	78	92	127	93	-1
Cc1ccc(NS(=O)(=O)c2c(C)noc2C)cc1
 : 14	100	0	91	106	117	103	-7
CC(NC(=O)COC(=O)/C=C/c1ccc(Cl)cc1)c1ccccc1 (centres undefined)
 : -1	93	3	104	95	103	100	-2
NC(=O)c1nn(-c2ccc(Cl)cc2Cl)c(=O)cc1O
 : 3	114	2	111	123	125	104	7
N#C/C(=C\c1ccc(F)cc1)C(=O)Nc1ccccn1
 : 19	87	1	93	100	99	98	-3
Cc1ccccc1-n1nnnc1SCC(=O)Nc1ccc(S(=O)(=O)N2CCCC2)cc1
 : 13	99	2	97	103	96	95	-43&-7
C=C1C(C(=O)Nc2ccc(OCC)cc2)C1C(=O)Nc1ccc(OCC)cc1 (centres undefined)
 : 16	102	0	103	106	102	100	-2
Cc1cccc(NC(=O)[C@@H]2CCCN2C(=O)OC(C)(C)C)c1C
 : -7	105	5	102	108	98	104	-2
CCS(=O)(=O)N1N=C(c2cccc(NS(C)(=O)=O)c2)CC1c1ccccc1 (centres undefined)
 : -306	110	36	106	111	107	112	-8
O=C(COC(=O)c1ccccc1NC(=O)c1ccccc1)c1cccc([N+](=O)[O-])c1
 : 23	103	1	103	105	104	105	10
Cc1cc(C)c2c(=O)[nH]c(SCC(=O)N3CCCCC3)nc2n1
 : -3	104	0	106	116	107	98	12
CC(=O)C1=C(C)Nc2ncnn2C1c1ccc(O)cc1 (centres undefined)
 : -14	107	0	104	106	100	103	15
CCOC(=O)c1c(NC(=O)CN2C(=O)NC3(CCCCC3C)C2=O)sc(C(=O)N(C)C)c1C (centres undefined)
 : 9	98	2	108	102	110	101	-5
O=C1CCC([N+](=O)[O-])C(c2cccc3ccccc23)N1 (centres undefined)
 : -4	96	2	106	88	98	97	-6
CCOC(=O)[C@@H]1[C@H]2COc3ccc(Br)cc3[C@H]2N2C(=O)N(c3ccc(C(F)(F)F)cc3)C(=O)[C@]12C
 : 19	93	1	103	104	107	99	-6
O=C(COc1ccc(-c2nnco2)cc1)Nc1c(F)cccc1F
 : 20	84	2	91	96	95	89	7
COc1ccc(NC(=O)COC(=O)c2n[nH]c3ccccc23)c(OC)c1
 : -25	96	0	90	93	89	98	4
CCCNC(=O)Cn1cnc2sc(C(=O)N3CCN(c4ccc(F)cc4)CC3)c(C)c2c1=O
 : 3	111	1	110	103	96	nt	-3
CC(Sc1nnc(N)s1)C(=O)NNC(=O)c1cccc(Cl)c1 (centres undefined)
 : 17	100	3	100	102	98	101	nt
CC(=O)Nc1sc(C)c(C)c1C(=O)Nc1ccc(C)cc1
 : 14	98	1	100	102	104	100	7
Cn1c(=O)c(C=Nc2ccccc2)c(O)c2ccccc21
 : -5	78	3	97	94	118	98	-8
CCCOC(=O)C1[C@H]2C(=O)N(CCCOC)C[C@]23C=C[C@H]1O3 (some centres undefined)
 : -3	110	2	98	102	104	100	4
COc1cccc(-c2nnc3sc(C4CCCCC4)nn23)c1
 : -7	96	0	91	101	90	88	34
COc1ccc(N2C(=S)N(C(=O)c3ccccc3)C(=Nc3ccccc3)C2=Nc2ccccc2)cc1
 : -2	94	3	99	97	98	95	-10
O=Nc1c2ccc[nH]c-2c2ccc([N+](=O)[O-])cc12
 : -8	97	0	101	98	93	101	-5
O=C(Nc1nnc(C2=COCCO2)o1)C1CCCCC1
 : -2	90	1	96	106	99	98	8
COc1ccc(Cl)cc1NC(=O)CSc1nnc(CNC(=O)c2cccs2)o1
 : 3	97	2	94	103	87	92	2
CC(C(=O)NC1CCCCC1)N1C(=O)c2cccc3cccc1c23 (centres undefined)
 : 6	90	2	89	93	69	103	7
CCC1CCC(c2nnc(-c3ccc(Br)cc3)o2)CC1 (centres undefined)
 : 5	85	1	88	105	102	104	-41
Cc1nonc1NC(=O)N1CCCC1
 : 2	108	0	100	98	103	97	4
CC1Cn2c(nnc2-c2cccc(N)c2)S1 (centres undefined)
 : 6	102	1	107	109	103	101	-1
NC(=O)Cn1nnc(-c2ccc(C(F)(F)F)cc2)n1
 : 9	101	3	111	105	102	108	-1
C[C@]12C=CC(=O)C=C1CC[C@@H]1C2=CC[C@]2(C)[C@@H](C(=O)CN3CCN(c4cc(N5CCCC5)nc(N5CCCC5)n4)CC3)CC[C@@H]12
 : -4	76	0	79	96	104	98	-24
COc1ccc(OC)c(NC(=O)CS(=O)(=O)c2cn(CC(=O)N3CCOCC3)c3ccccc23)c1
 : 2	111	2	114	108	101	110	nt
CCN(CC)S(=O)(=O)c1ccc(Cl)c(C(=O)Nc2cccnc2)c1
 : 0	109	1	100	95	86	103	3
O=C(Nc1ccc(S(=O)(=O)N2CCc3ccccc32)cc1)c1ccc2c(c1)OCO2
 : -1	83	1	103	96	98	91	-3
COc1ccccc1OCC(=O)NCCSCc1ccc(Cl)cc1
 : 30	97	0	92	98	94	99	-9
CCOCCn1c(N2CCN(c3ccccc3)CC2)nc2c1c(=O)[nH]c(=O)n2C
 : 2	113	0	103	104	100	99	6
O=C(c1ccco1)N1N=C(C2CCCCC2)CC1(O)C(F)(F)F (centres undefined)
 : 5	102	0	103	106	97	101	-30
